# Bioassay records (PubChem BioAssay)
# ZTA counter = counter-screen for EBNA-1 inhibitors: inhibitors of Epstein-Barr virus ZTA | ZTA-DNA binding, fluorescence polarization | 320,000 compounds, 0.15% hits | inhibition, % at 11 µM | P03206; in the data active = inhibition above about 33%
# PREPL inhibitor = PREPL enzyme inhibitors, primary screen, biochemical, fluorescence polarization; Prolyl endopeptidase-like (Homo sapiens), Q4J6C6; recombinant PREPL, fluorescence polarization activity-based probe; inhibition, % at 5.96 µM; 320,000 compounds, 0.68% hits; AID 2751, 2010; in the data active = inhibition above about 43%;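 note: 0% = enzyme with DMSO and 100% = wells lacking enzyme; many of its hits are not listed in these tables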
# Target sequence (Q4J6C6 whole entry, looked up): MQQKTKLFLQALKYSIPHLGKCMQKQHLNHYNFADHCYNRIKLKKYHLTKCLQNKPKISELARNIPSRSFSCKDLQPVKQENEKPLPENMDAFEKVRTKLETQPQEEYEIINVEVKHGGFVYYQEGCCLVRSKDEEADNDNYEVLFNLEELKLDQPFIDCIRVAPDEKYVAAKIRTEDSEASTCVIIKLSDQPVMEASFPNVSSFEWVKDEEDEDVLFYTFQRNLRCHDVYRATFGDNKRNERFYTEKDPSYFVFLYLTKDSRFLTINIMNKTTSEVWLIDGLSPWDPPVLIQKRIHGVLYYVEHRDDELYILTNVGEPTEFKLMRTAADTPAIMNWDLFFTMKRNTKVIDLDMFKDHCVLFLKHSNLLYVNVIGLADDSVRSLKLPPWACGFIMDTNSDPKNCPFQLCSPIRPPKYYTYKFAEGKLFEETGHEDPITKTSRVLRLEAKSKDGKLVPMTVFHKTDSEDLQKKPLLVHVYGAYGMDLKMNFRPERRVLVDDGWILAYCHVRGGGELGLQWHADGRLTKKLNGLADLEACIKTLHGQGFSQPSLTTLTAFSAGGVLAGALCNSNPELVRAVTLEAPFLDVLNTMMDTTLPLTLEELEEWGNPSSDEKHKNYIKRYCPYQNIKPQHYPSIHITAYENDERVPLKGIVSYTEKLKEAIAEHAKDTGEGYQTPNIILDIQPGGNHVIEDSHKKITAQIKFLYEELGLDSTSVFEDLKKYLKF
# EBNA-1 inh = EBNA-1 DNA-binding inhibitors, primary screen, biochemical, fluorescence polarization | inhibition, % at 14.8 µM | 300,000 compounds, 0.34% hits; in the data active = inhibition above about 28%
# CTSL1 counter = Fasciola hepatica cathepsin L1 inhibitors, primary screen, counter-screen for PFM18AAP inhibitor project, biochemical, QFRET, fluorogenic peptide substrate | recombinant F. hepatica cathepsin L1, Z-Leu-Arg-MCA fluorescence | inhibition, % at 5.96 µM | 300,000 compounds, 0.49% hits;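 active = inhibition above the mean of all tested compounds plus 3 SD, set per screening campaign, cut at about 17% in these data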;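 note: 0% = plate median of test compound wells and 100% = 1 µM Z-Phe-Ala-diazomethylketone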
# HCV core dimer = inhibitors of HCV core protein dimerization, primary screen, biochemical, TR-FRET, high-throughput; TR-FRET GST/Flag-core106 dimerization, 1536-well; inhibition, % at 5 µM; 300,000 compounds, 0.33% hits;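 active = inhibition above the mean of all tested compounds plus 3 SD, set per screening campaign, cut at about 45% in these data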
#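 Test system: GST/Flag-tagged HCV core106 proteins; Medium: KF-containing HEPES buffer, pH 7.45, DTT, CHAPS, BSA; Times: compound-protein-antibody incubation 4 h at 22.5 °C; Detection: TR-FRET 671 and 617 nm emission; Benchmarks: wells lacking GST-core106 and wells with excess unlabelled core106.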
# Efflux pump inh = inhibitors of Candida efflux pumps in yeast, primary screen, S. cerevisiae, Nile Red, multiplex | 330,000 compounds, 0.44% hits | S. cerevisiae Candida pump triplex | AID 485275, 2010 | inhibition, % at 10 µM;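 active = plate passing quality check with inhibition over a set limit, or well fluorescence over plate mean plus 4 SD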;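 note: Nile Red retained in pooled yeast measured as flow cytometry median fluorescence; 0% = buffer negative control and 100% = Enniatin B positive control; higher means more Nile Red kept so more efflux inhibition; some compounds called inactive have numbers as strong as hits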
# PP5 inh = PP5 phosphatase inhibitors, primary screen, biochemical, fluorescence. Serine/threonine-protein phosphatase 5 (Homo sapiens), P53041. purified PP5c, OMFP substrate fluorescence. inhibition, % at 6.7 µM. 320,000 compounds, 0.18% hits;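 active = inhibition above the campaign's mean inhibition across all tested compounds plus 3 SD, cut at about 9.5% in these data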;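 note: 0% = DMSO only and 100% = 100 µM cantharidin control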
# PP1 inh = PP1-alpha phosphatase inhibitors, primary screen, counter-screen for PP5 inhibitor project, biochemical, fluorescence, OMFP substrate, single point; AID 2235, 2010; Serine/threonine-protein phosphatase PP1-alpha catalytic subunit (Homo sapiens), P62136; purified PP1alpha; 320,000 compounds, 0.9% hits; inhibition, % at 6.7 µM;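 active = inhibition above the mean inhibition of all tested compounds plus 3 SD, computed separately for each screening campaign, cut at about 15% in these data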
# Target sequence (P62136 whole entry, looked up): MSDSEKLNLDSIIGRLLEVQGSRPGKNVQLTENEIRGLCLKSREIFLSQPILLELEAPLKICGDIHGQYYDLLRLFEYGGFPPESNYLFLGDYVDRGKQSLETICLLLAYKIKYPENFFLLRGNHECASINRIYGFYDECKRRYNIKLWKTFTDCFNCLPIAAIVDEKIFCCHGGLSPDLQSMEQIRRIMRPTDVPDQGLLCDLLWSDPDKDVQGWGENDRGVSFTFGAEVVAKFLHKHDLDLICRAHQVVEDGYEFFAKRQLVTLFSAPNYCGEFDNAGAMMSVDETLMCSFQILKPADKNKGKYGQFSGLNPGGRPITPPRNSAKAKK
# TPT1 inh = Candida albicans TPT1 enzyme inhibitors, primary screen, biochemical, fluorescence polarization | tRNA 2'-phosphotransferase TPT1 (Candida albicans SC5314) | recombinant caTPT1, FP RNA substrate dephosphorylation | inhibition, % at 5 µM | 300,000 compounds, 0.81% hits | AID 1962, 2009;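 active = inhibition above the mean of all tested compounds plus 3 SD, set per screening campaign, cut at about 24% in these data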;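 note: plate controls were DMSO alone for no effect and ferristatin control at 100 nM for full effect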
# An asterisk follows results filed as active; / = no result given. The list is partial; the hit share may differ from the screen's.
SMILES,ZTA counter,PREPL inhibitor,EBNA-1 inh,CTSL1 counter,HCV core dimer,Efflux pump inh,PP5 inh,PP1 inh,TPT1 inh
Cc1ccc(S(=O)(=O)N2CCC(CN3C(=O)c4cccc5cccc(c45)C3=O)CC2)cc1,11,7,-2,2,24,-0.1,1.8,5,2
C/C(CC(=O)NC(C)C)=N\NC(=O)C(c1ccccc1)c1ccccc1,-15,19,-4,-2,-3,0.0,3.4,0,-1
O=C(COc1ccc(Br)cc1)NCc1cn2ccccc2n1,1,-25,-11,-4,0,0.0,-0.3,-3,-4
c1ccc(COc2cccc(CN3CCN(c4ccccn4)CC3)c2)cc1,10,-62,8,0,1,0.0,5.3,7,-1
Nn1c(N2CCCCC2)nc2ccccc21,-13,14,-6,0,-11,-0.2,2.1,-1,-4
NC(=O)CC(NC(=O)c1ccc(Br)cc1)c1ccc(N2CCC(Br)CC2)c([N+](=O)[O-])c1 (centres undefined),-4,5,-5,-1,6,-0.1,1.9,5,-3
CCc1cc2c(CN3CCN(CCO)CC3)cc(=O)oc2cc1O,4,-2,-2,-2,0,0.0,-0.1,-3,-3
COc1ccc(C(=O)O/N=C(\N)c2ccccn2)c(OC)c1,-6,3,0,1,4,-0.1,-3.5,-3,3
Cc1cccc(-c2ncc(CN3CCN(C4CCCC4)C(CCO)C3)cn2)c1 (centres undefined),-14,15,-1,-3,-4,-0.1,4.0,-1,-3
COc1ccccc1NC(=O)Nc1nc(CC(=O)Nc2ccc(N(C)C)cc2)cs1,7,47*,-3,1,-14,0.0,2.1,0,2
CCOc1cccc(C(=O)Nc2nnc(-c3cccs3)s2)c1,9,-1,-2,1,-68,0.1,1.2,-4,-3
O=C(NC1CC2CCC(C1)N2Cc1ccccc1)c1cccc(F)c1 (centres undefined),7,4,15,-3,14,0.0,-1.7,-3,2
CCOc1ccc(NC(=O)COC(=O)CNC(=O)c2ccc(-c3ccccc3)cc2)cc1,0,-2,/,/,/,-0.2,-0.1,9,/
Cc1ccc(CCNC(=O)CCCn2nc(C)c3c(C)n(-c4ccc(C)cc4)nc3c2=O)cc1,-3,9,12,3,18,-0.5,-0.6,-3,-2
CCCc1cc(=O)oc2cc(OCC(=O)N3CCN(C(=O)C4COc5ccccc5O4)CC3)ccc12 (centres undefined),10,-5,5,5,9,0.1,0.4,-3,-1
O=C(NCC1CCCN1S(=O)(=O)c1cccs1)c1ccc(F)c(F)c1 (centres undefined),-9,8,9,0,-4,-0.1,-1.5,-4,1
COCCNC(=O)c1ccc2c(c1)ncn2-c1cccc(C)c1,-11,-6,6,-1,-2,0.0,0.5,-3,2
CCOc1ccc(NC(=O)c2cn(-c3ccc(OCC)cc3)c(=O)c3cc(OC)c(OC)cc23)cc1,-8,4,-15,9,17,0.7,8.5,-5,3
Nc1nc(-c2ccccc2)c(-c2ccccc2)o1,10,3,3,-1,5,-0.1,4.0,-5,-3
CC1CC(C)CN(CCCNC(=O)c2ccc3nc(N4CCCCC4)sc3c2)C1 (centres undefined),-6,1,-2,-3,-4,-0.1,2.6,-1,-4
Cn1c(=O)[nH]c(=O)c2c1nc(CN1CCOCC1)n2CCc1ccccc1,-6,6,4,-1,-1,-0.1,0.4,-2,-1
Cc1ccccc1-c1nc(CS(=O)(=O)CC(=O)NCc2ccc3c(c2)OCO3)c(C)o1,-2,-23,6,5,18,0.1,0.2,-1,-8
O=C(O)CC1Oc2ccc(Cl)cc2NC1=O (centres undefined),15,-1,8,-2,-3,-0.1,-0.4,-4,1
CC(C)(CNC(=O)c1cccc(S(=O)(=O)NCc2ccccc2)c1)N1CCOCC1,7,-12,-9,-1,1,0.0,1.2,0,1
O=C1OCCC1Sc1nnc(-c2ccc3c(c2)OCO3)o1 (centres undefined),12,3,-3,2,4,0.0,0.7,-2,-1
CC(Sc1nc(C(C)(C)C)cc(-c2ccccc2)c1C#N)C(=O)Nc1ccccc1 (centres undefined),4,-4,12,-3,3,0.0,0.8,4,-4
Cn1c(CN2CCOCC2)nnc1SCc1ccc(C#N)cc1,-6,4,7,-4,-2,-0.1,-2.7,0,0
COc1ccc(C(C(=O)Nc2ccc(C(C)C)cc2)N(C)C(=O)c2ccc(=O)[nH]c2)cc1 (centres undefined),-7,-1,-5,-5,5,0.1,3.0,-3,-6
O=C(O)c1cn(-c2ccccc2)nc1-c1cccnc1,6,-1,10,1,-1,-0.3,-2.2,-3,1
O=C(c1ccc2c(c1)OCO2)N1CCC2(CC1)Oc1ccc(F)cc1C(=O)C21CC(c2ccccc2)=NO1 (centres undefined),-5,-1,-12,4,19,85*,6.3,7,2
COc1cccc(C2CC(c3cccs3)=NN2C(=O)CSc2nc3c(cnn3-c3ccc(F)cc3)c(=O)[nH]2)c1OC (centres undefined),-16,11,-1,-3,19,0.1,1.7,3,1
O=C(CSc1ncnc2c1nnn2Cc1ccc(F)cc1)NC1CCCC1,2,0,10,2,-1,0.0,0.3,-2,1
CCN(CC)CC(=O)Nn1c(C)nc2c(ncn2-c2ccccc2)c1=O,3,0,3,-1,-3,-0.1,-0.7,-4,-5
N#CCNC(=O)c1nn2c(C(F)(F)F)cc(-c3ccccc3)nc2c1Br,24,-6,9,10,-4,0.2,0.4,-1,0
Cn1c(=O)cc(OCCCC(=O)NCCN2CCN(c3ccccc3F)CC2)c2ccccc21,8,-18,11,-3,-6,0.1,3.0,3,2
Cc1ccccc1S(=O)(=O)Cc1ccc(C(=O)N2CCN(C3CCCCC3)CC2)o1,6,-9,-2,-1,7,0.1,4.5,-4,0
O=C(c1ccco1)N1CCN(C(=O)c2cc(-c3ccccn3)nc3ccccc23)CC1,-1,0,7,2,-3,-0.1,-1.5,-1,-3
COc1ccc(N(CC(=O)Nc2ccc(C)cn2)S(=O)(=O)c2c(C)nn(C)c2C)cc1,13,12,2,-1,-31,-0.2,0.6,-3,-1
CSCCC(NC(=O)c1cccc(S(=O)(=O)N2CCOCC2)c1)c1nc2ccccc2[nH]1 (centres undefined),8,-1,/,/,/,0.2,-0.2,-4,/
COc1ccc(NC(=O)CN(C)S(=O)(=O)c2ccccc2)cc1,-3,8,6,0,-5,-0.1,0.6,-1,-1
Cc1csc2ncc(C(=O)Nc3ccccc3F)c(=O)n12,-1,-4,2,3,3,-0.2,0.8,5,-1
CC1CCCCN1C(=O)CSc1nnc(-c2ccccc2O)o1 (centres undefined),-1,5,2,4,5,0.0,-0.1,1,-2
O=C(NC(=O)c1cc(OCC(F)(F)F)ccc1OCC(F)(F)F)Nc1ccccc1,-4,-2,-1,4,-3,0.1,1.0,4,1
O=c1[nH]c(-c2ccccc2)cnc1-c1ccccc1,-25,-5,3,1,11,0.2,2.5,-1,4
C[C@H]1O[C@H]1P(=O)(O)O,9,12,6,-2,-5,0.1,3.1,-3,-1
CC(=O)Nc1ccc2c(c1)c1ccccc1n2C(C)=O,-3,10,5,-6,-9,0.5,3.4,2,2
COc1cc(C(=O)Oc2cccc(C)c2)cc(OC)c1OC,-24,9,14,-4,-3,-0.4,3.4,-2,-3
COc1cc(C(=O)Nc2ccc(-c3nc4cc(C)ccc4o3)c(O)c2)cc(OC)c1OC,1,0,5,5,16,0.1,1.9,-1,2
CCCc1cc(C(=O)N2CCN(c3ccc(C(F)(F)F)cn3)CC2)sc1C,15,-14,-7,3,12,0.0,5.7,8,0
O=C(CCC(=O)Nc1ccccc1Cl)NNC(=S)Nc1ccccc1C(F)(F)F,19,7,23,0,10,0.3,1.1,-1,0

# (continued)
SMILES,ZTA counter,PREPL inhibitor,EBNA-1 inh,CTSL1 counter,HCV core dimer,Efflux pump inh,PP5 inh,PP1 inh,TPT1 inh
COc1ccc(OCC(=O)NC2CCCc3ccccc32)cc1 (centres undefined),4,4,-6,-3,-11,0.1,3.5,3,-3
Cc1ccc(OCC(=O)Nc2ccc(O)c(C(=O)O)c2)cc1C,-7,8,5,4,3,0.0,3.1,3,-1
CCOC(=O)C(C)(C)N(Cc1ccc(C)cc1)S(=O)(=O)c1ccc(Cl)c([N+](=O)[O-])c1,-11,-4,2,-4,2,-0.1,2.2,-1,-3
CC1CCc2nn(CC(=O)NCCCN3CCOCC3)cc2C1 (centres undefined),-20,-3,-4,1,-8,-0.2,-1.2,-4,-1
COc1cc(C(=O)N[C@@H](C)C(=O)NCc2ccco2)cc(OC)c1OC,-11,20,1,4,-4,-0.1,0.2,5,1
Cc1ccccc1-c1nc(P(=O)(c2ccccc2)c2ccccc2)c(N2CCOCC2)o1,8,9,3,3,2,-0.1,0.7,-1,2
O=C(Cn1[nH]c(=O)c2ccccc2c1=O)NC1CCCCCC1,-2,5,8,-1,-1,-0.1,-2.3,-2,2
Cc1ccc(-n2nnnc2SCC(=O)c2c(N)n(C3CC3)c(=O)[nH]c2=O)cc1,-15,1,/,/,/,0.1,-0.5,-1,/
CC(C)NC(=O)c1cc2c(=O)n3ccccc3nc2s1,-8,3,-1,0,-6,-0.2,0.4,0,-2
O=C(c1ccc(COc2ccccc2Cl)o1)N1CCOCC1,4,8,4,2,1,-0.1,2.6,0,-1
CCOC(=O)N1CCN(C(=O)c2cccc(N3C(=O)NC4CC3(C)Oc3ccc(Cl)cc34)c2)CC1 (centres undefined),-9,10,-11,1,-1,0.2,2.9,2,-2
CNC(=S)NCCc1ccc(OC)c(OC)c1,-5,-2,-16,-2,-3,0.0,2.0,-2,-1
C/C=C(\C)c1nnc(NC(=O)c2ccco2)s1,6,0,5,0,2,0.0,-0.9,-7,-3
COCCN(CC1CCCN(C2Cc3ccccc3C2)C1)C(=O)c1cccc(C)c1 (centres undefined),12,6,2,1,3,0.1,-2.0,5,-2
O=C(Nc1ccc(C(=O)N2CCCC2)cc1)c1cccc(C(F)(F)F)c1,-6,8,-3,3,-4,0.2,0.8,-3,-5
O=C(NCc1ccccc1)[C@]1(C(F)(F)F)C[C@H](CCc2ccccc2)CCCO1,-5,-4,1,0,8,0.0,2.9,7,-2
CCCn1c(=N)n(CC(=O)c2ccc([N+](=O)[O-])cc2)c2ccccc21,0,17,6,18*,3,-0.1,3.6,3,5
O=C(COc1ncnc2ccccc12)NCc1ccc2c(c1)OCO2,7,-4,7,-1,-1,0.0,0.9,1,-6
O=[N+]([O-])c1ccccc1N/N=C/c1c[nH]c2ccccc12,-14,36,2,5,-45,-0.1,6.2,3,2
Cc1ccc(/C=N/NC(=O)c2ccc(Cn3cc([N+](=O)[O-])cn3)o2)cc1,0,16,10,5,-7,-0.1,0.1,0,-4
CCOC(=O)C(=NCCCN1CCOCC1)NNc1cccc(C(F)(F)F)c1,1,9,3,0,-6,0.1,-2.6,-5,-3
COC(=O)c1ccccc1NC(=O)NCc1ccccc1,0,22,-9,-5,-5,0.0,2.8,-1,0
Cc1ccccc1OCC(=O)Nc1ccccc1N1CCC(C)CC1,9,4,-14,-1,4,0.0,3.5,1,-4
CN(C)S(=O)(=O)N1CCc2ccccc21,-5,-2,-2,4,-3,0.0,4.8,-1,-2
